CHRM5 PAM: potentiates acetylcholine response at human M5 receptor; CHO-K1 hM5, Fluo-8 calcium, ACh EC20 PAM; 0% = ACh EC20, 100% = ACh EC100; P08912; 360,000 compounds, 0.3% hits; activation, % at 3 µM; AID 624038;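 active = activation above the run cutoff, the mean activation of all test compounds plus 3 SD, cut at about 18% in these data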
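Assay system: CHO-K1 hM5 cells / Incubation: Fluo-8 loading 80 min at 37 °C plus 30 min room temperature / Technique: Fluo-8 calcium dye fluorescence, kinetic read / Repeats: single replicate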
CHRM4 antagonist: CHRM4 antagonism in calcium assay; inhibition, % at 3 µM; P08173; AID 624125; CHO-hM4 cells, ACh EC80, Fluo-8 calcium fluorescence; 360,000 compounds, 0.73% hits;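 active = inhibition above its plate's cutoff, the mean inhibition of sample wells plus 3 SD, cut at about 27% in these data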;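 also: 0% = acetylcholine EC80 with DMSO and 100% = DMSO without agonist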
Target sequence (P08173 whole entry, looked up): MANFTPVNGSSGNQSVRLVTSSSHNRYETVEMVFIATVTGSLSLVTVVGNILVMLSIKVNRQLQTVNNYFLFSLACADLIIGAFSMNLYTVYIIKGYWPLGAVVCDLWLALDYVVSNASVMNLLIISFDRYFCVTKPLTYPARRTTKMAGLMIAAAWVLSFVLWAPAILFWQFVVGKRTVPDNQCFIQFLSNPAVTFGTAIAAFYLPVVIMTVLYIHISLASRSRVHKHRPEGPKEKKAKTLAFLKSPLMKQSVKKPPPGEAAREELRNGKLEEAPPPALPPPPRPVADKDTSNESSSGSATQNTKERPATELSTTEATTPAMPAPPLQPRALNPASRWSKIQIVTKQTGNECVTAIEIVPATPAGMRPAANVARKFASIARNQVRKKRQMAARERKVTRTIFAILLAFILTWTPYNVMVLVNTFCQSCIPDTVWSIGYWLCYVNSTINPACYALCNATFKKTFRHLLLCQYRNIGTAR
CRFR2-BP antag: antagonists of CRF-binding protein/CRF-R2 receptor complex. HEK293 CRF-R2/CRF-BP, CRF-induced calcium fluorescence. 350,000 compounds, 0.59% hits. inhibition, % at 11.8 µM;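 active = inhibition of the ligand-induced calcium signal above about 50% at the single tested concentration, limit read from the data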
M4 ag: CHRM4 agonism in calcium assay | CHO-K1 hM4/Gqi5, Fluo-8 calcium fluorescence; vehicle 0%, full acetylcholine response 100% | activation, % at 3 µM | 360,000 compounds, 0.14% hits | AID 624127;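 active = activation above the run mean over all test wells plus 3 SD, cut at about 32% in these data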;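 also: peak over basal fluorescence ratio per well then scaled between controls; 0% = DMSO wells and 100% = acetylcholine at EC100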
M4 PAM: CHRM4 positive allosteric modulation | CHO-K1 hM4/Gqi5, Fluo-8 calcium fluorescence, ACh EC20; 0% = ACh EC20, 100% = maximal ACh | activation, % at 3 µM | 360,000 compounds, 0.4% hits | AID 624126 | P08173;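 active = activation above its plate's cutoff, the mean activation of sample wells plus 3 SD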; also: some results filed as inactive read as strong as hits
M5 ag: CHRM5 agonism in calcium assay. AID 624037. activation, % at 3 µM. CHO-K1 hM5 cells, Fluo-8 calcium fluorescence; 0% DMSO wells, 100% maximal acetylcholine response. 360,000 compounds, 0.19% hits. P08912;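 active = activation above the run's mean over test compounds plus 3 SD, cut at about 23% in these data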;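 also: signal is peak over basal fluorescence ratio across the kinetic read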
M1 PAM: positive allosteric modulators of human M1 muscarinic receptor; P11229; CHO-K1 hM1, Fluo-8 calcium fluorescence, ACh EC20; 0% = ACh EC20, 100% = maximal ACh; activation, % at 3 µM; AID 588819; 360,000 compounds, 0.088% hits; in the data active = activation above about 19%, passing the limit was not always enough
CHRM5 antagonist: blocks acetylcholine activation of human M5 receptor | P08912 | CHO-hM5 cells, Fluo-8 calcium fluorescence, ACh EC80 | inhibition, % at 3 µM | 360,000 compounds, 0.59% hits;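 active = inhibition above a per-plate cutoff, the mean of that plate's test compounds plus 3 SD, cut at about 27% in these data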;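 also: 0% = acetylcholine EC80 with DMSO and 100% = DMSO without agonist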
CRFR2-BP ag: CRF-BP/CRF-R2 complex agonism; 350,000 compounds, 0.46% hits; HEK293 CRF-R2/CRF-BP, calcium dye fluorescence (FLIPR); percent of saturating CRF peptide response; AID 588473; activation, % at 13.2 µM;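 active = activation of at least 50%, plus an integration ratio under a set limit after plate pattern correction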;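 also: plate controls were neutral control wells without compound for no effect and CRF at EC100 for full effect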
* marks the source's active call; other numbers are inactive results.

1	CC(=O)Nc1cc2c(cc1NC(=O)Cn1nc(-c3ccccc3F)ccc1=O)OCCO2
2	CC(=O)/C(C#N)=C1\NC(=O)C(Cc2ccc(F)cc2)S1 (stereo not given)
3	COc1ccccc1N1CCN(C2CCCN(C(=O)CCc3c(C)noc3C)C2)CC1 (stereo not given)
4	CC(C(=O)O)c1ccc(N2Cc3ccccc3C2=O)cc1 (stereo not given)
5	O=S(=O)(NC1CCCCC1NCc1ccco1)c1ccccc1 (stereo not given)
6	CC/C=C\C/C=C\C/C=C\CCCCCCCC(=O)O
7	CCOc1ccc(-c2nc(N)ncc2-c2ccc(Cl)cc2)c(O)c1
8	O=C(COC(=O)c1ccccc1Br)NCCC1=CCCCC1
Compound	1	2	3	4	5	6	7	8
CHRM5 PAM	-6	-9	12	-17	-6	0	0	12
CHRM4 antagonist	0	-3	-22	40*	1	-4	-4	0
CRFR2-BP antag	15	15	9	17	-6	5	-14	-1
M4 ag	0	14	0	1	3	0	-1	1
M4 PAM	-1	-2	6	-14	-5	-1	-3	7
M5 ag	-2	3	-4	-1	0	1	-2	-1
M1 PAM	2	-3	6	-9	-2	14	-1	2
CHRM5 antagonist	-7	8	-8	9	-5	6	1	-1
CRFR2-BP ag	-2.2	-0.2	0.6	0.3	0.9	0.3	-0.5	-2.5

Fetched by compound from above (3):
6	CC/C=C\C/C=C\C/C=C\CCCCCCCC(=O)O
1	CC(=O)Nc1cc2c(cc1NC(=O)Cn1nc(-c3ccccc3F)ccc1=O)OCCO2
7	CCOc1ccc(-c2nc(N)ncc2-c2ccc(Cl)cc2)c(O)c1
Compound	6	1	7
CHRM5 PAM	0	-6	0
CHRM4 antagonist	-4	0	-4
CRFR2-BP antag	5	15	-14
M4 ag	0	0	-1
M4 PAM	-1	-1	-3
M5 ag	1	-2	-2
M1 PAM	14	2	-1
CHRM5 antagonist	6	-7	1
CRFR2-BP ag	0.3	-2.2	-0.5

Returning to the listing; the 4 compounds before the break are reprinted first.
5	O=S(=O)(NC1CCCCC1NCc1ccco1)c1ccccc1 (stereo not given)
6	CC/C=C\C/C=C\C/C=C\CCCCCCCC(=O)O
7	CCOc1ccc(-c2nc(N)ncc2-c2ccc(Cl)cc2)c(O)c1
8	O=C(COC(=O)c1ccccc1Br)NCCC1=CCCCC1
9	CCOC(=O)N1CCN(C(=O)CN2C(=O)NC(c3ccccc3)(c3ccccc3)C2=O)CC1
10	CC[C@@]12C(=O)N(c3cccc(Br)c3)C(=O)N1[C@H](c1cccc(C)c1)[C@@H]1C(=O)N(Cc3ccccc3)C(=O)[C@@H]12
11	CCc1nnc(NC(=O)CSc2n[nH]c(-c3ccccc3O)n2)s1
12	O=C(Cn1nnc(-c2ccccc2-n2cnnn2)n1)N1CCCCC1
13	O=C1/C(=C/c2cccnc2)SC(=S)N1Cc1ccco1
14	COc1ccccc1-c1nc(C(F)(F)F)c(OC)o1
15	COc1ccc(NC(=O)CCS(=O)(=O)c2ccc(Br)s2)cc1
16	CCOC(=O)c1sc(NC(NC(=O)c2ccco2)(C(=O)OC)C(F)(F)F)nc1C (stereo not given)
17	CC(Oc1ccccc1)C(=O)N1CCN(c2ccc(N3CCCCCC3)nn2)CC1 (stereo not given)
18	COCCn1c(-c2ccccc2)nc(=S)c2c1CC(C)(C)OC2
Compound	5	6	7	8	9	10	11	12	13	14	15	16	17	18
CHRM5 PAM	-6	0	0	12	0	13	-10	10	4	2	2	1	-1	3
CHRM4 antagonist	1	-4	-4	0	2	-9	-11	1	0	11	-2	8	5	-4
CRFR2-BP antag	-6	5	-14	-1	-10	-3	-8	-12	16	1	0	-10	1	-7
M4 ag	3	0	-1	1	0	5	6	1	1	0	1	1	1	0
M4 PAM	-5	-1	-3	7	-4	16	4	6	-1	0	-2	15	-11	7
M5 ag	0	1	-2	-1	0	3	-3	3	5	-5	-2	-3	-6	-1
M1 PAM	-2	14	-1	2	3	11	2	9	3	-1	9	7	-5	5
CHRM5 antagonist	-5	6	1	-1	15	-6	13	0	8	-6	6	-4	4	-5
CRFR2-BP ag	0.9	0.3	-0.5	-2.5	0.4	1.8	1.1	0.6	-3.7	1.5	-0.1	0.9	-1.5	0.0

Screening data (PubChem BioAssay)
